M18AAP inhibitor: blocks P. falciparum M18 aspartyl aminopeptidase; recombinant PfM18AAP, H-Glu-NHMec fluorogenic cleavage; inhibition, % at 7.35 µM; hit rate 1.2% among 290,000;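 active means inhibition above the campaign mean inhibition over all tested compounds plus 3 SD, cut at about 28% in these data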;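 further: 0% = plate median of test compound wells and 100% = 2 mM ZnCl2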
PHOSPHO1 inh: blocks human PHOSPHO1 phosphatase activity. Q8TCT1. recombinant PHOSPHO1, absorbance phosphatase assay. inhibition, % at 13.3 µM. hit rate 1.1% among 290,000. AID 1565; in the data active means inhibition above about 60%
VIM-2 inh: blocks Pseudomonas aeruginosa VIM-2 metallo-beta-lactamase; purified VIM-2, nitrocefin hydrolysis, epi-absorbance fluorescence; inhibition, % at 5.6 µM; hit rate 0.89% among 290,000; AID 1527;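 active means inhibition above the mean of all tested compounds plus 3 SD, cutoff set per screening run, cut at about 7.5% in these data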;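 further: red hydrolysis product quenches plate fluorescence so inhibitors raise well fluorescence; 0% = enzyme with DMSO and 100% = DMSO without enzyme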
IDE cell activ: activators of human insulin-degrading enzyme in cells; P14735; activation, % at 5.96 µM; hit rate 0.073% among 340,000; HEK cells, FAbeta-B cleavage, fluorescence polarization; 0% vehicle, 100% cell-free pure enzyme wells;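 active means activation above the mean of all tested compounds plus 3 SD, set per screening campaign, cut at about 17% in these data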
Target sequence (P14735 whole entry, looked up): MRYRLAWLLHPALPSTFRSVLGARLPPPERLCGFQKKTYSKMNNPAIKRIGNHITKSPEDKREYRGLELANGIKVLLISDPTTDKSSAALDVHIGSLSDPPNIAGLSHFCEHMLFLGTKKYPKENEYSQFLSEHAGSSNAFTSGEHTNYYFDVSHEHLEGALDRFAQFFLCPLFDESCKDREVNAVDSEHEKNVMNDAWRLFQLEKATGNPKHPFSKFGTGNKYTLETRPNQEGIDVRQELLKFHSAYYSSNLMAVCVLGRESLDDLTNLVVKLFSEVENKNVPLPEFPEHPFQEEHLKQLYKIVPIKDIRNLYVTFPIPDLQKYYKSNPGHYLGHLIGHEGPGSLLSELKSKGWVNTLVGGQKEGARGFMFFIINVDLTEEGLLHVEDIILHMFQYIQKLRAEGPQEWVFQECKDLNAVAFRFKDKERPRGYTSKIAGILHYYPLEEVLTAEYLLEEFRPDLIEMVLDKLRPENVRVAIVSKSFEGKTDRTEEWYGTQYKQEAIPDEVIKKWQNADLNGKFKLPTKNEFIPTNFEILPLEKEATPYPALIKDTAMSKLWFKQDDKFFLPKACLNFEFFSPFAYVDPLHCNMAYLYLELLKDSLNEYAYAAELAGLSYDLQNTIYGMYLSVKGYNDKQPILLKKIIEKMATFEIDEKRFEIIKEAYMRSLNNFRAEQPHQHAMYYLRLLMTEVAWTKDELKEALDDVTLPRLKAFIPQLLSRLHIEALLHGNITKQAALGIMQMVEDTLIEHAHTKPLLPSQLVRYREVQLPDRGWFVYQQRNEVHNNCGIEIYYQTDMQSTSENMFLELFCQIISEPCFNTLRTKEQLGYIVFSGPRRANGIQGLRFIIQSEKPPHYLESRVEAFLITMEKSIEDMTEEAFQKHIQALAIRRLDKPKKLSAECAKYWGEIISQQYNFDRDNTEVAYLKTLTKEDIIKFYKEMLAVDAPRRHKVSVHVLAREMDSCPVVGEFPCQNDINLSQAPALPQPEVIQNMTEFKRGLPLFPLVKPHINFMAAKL
NALP1 inh: inhibitors of NALP1 inflammasome in yeast; hit rate 0.61% among 280,000; S. cerevisiae NALP1/ASC/caspase-1 growth, X-gal OD620, 72 h; inhibition, % at 10 µM; in the data active means inhibition mostly above about 24%, no sharp cut-off; inactive means mostly below about 32%; further: some compounds called inactive have numbers as strong as hits
GPR7 antagonist: human neuropeptides B/W receptor 1 antagonism. hit rate 1.1% among 290,000. P48145. inhibition, % at 4.4 µM. GPR7-expressing cells, fluorescence antagonist assay; in the data active means inhibition above about 16%, passing the limit was not always enough;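 further: cells stimulated with the agonist NPW; 0% = agonist with vehicle and 100% = vehicle without agonist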
IDE inh: inhibitors of human insulin-degrading enzyme in cells; P14735; HEK cells, FAbetaB cleavage, fluorescence polarization; inhibition, % at 5.59 µM; hit rate 0.41% among 320,000;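 active means percent inhibition above the average of all tested compounds plus 3 SD, set per screening campaign, cut at about 16% in these data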;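 further: IDE supplied by intact live HEK cells; FP after avidin binding of uncleaved biotin substrate so inhibition keeps polarization high; 0% = DMSO wells and 100% = 60 µM reference IDE inhibitor Ii1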
IMP-1 inhibitor: inhibitors of Pseudomonas aeruginosa IMP-1 metallo-beta-lactamase. purified IMP-1, nitrocefin hydrolysis, epi-absorbance fluorescence. inhibition, % at 5.6 µM. hit rate 0.45% among 290,000. AID 1556;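 active means inhibition above the mean plus 3 SD of all compounds in the same screening run, cut at about 4.5% in these data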;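 further: 0% = IMP-1 with DMSO and 100% = DMSO wells lacking enzyme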
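Assay system: purified IMP-1; Quantity: IMP-1 0.2 nM before substrate addition; Medium: HEPES buffer pH 7.1 with ZnSO4 and Brij 35; Incubation: 15 min enzyme–compound preincubation, then 25 min nitrocefin reaction, 25 °C; Signal: fluorescence quenching readout, ex 480/em 530 nm; Controls: DMSO with and without IMP-1; Repeats: singlicate testing.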
pCIP destab: lowers stability of the mouse p/CIP coactivator protein; Q05BA5; F442A p/CIP-EGFP cells, EGFP fluorescence, 16 h; decrease of EGFP signal, % at 10 µM; hit rate 0.01% among 290,000; AID 1984;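 active means EGFP signal decrease of at least 30% at 10 µM or well 3 SD below plate mean, unless failing retest; inactive means the rest, including hits failing retest or dose response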; further: some compounds called inactive have numbers as strong as hits; many of its hits are not listed in these tables
* marks the source's active call; other numbers are inactive results; . = not tested or not shown.

M18AAP inhibitor	PHOSPHO1 inh	VIM-2 inh	IDE cell activ	NALP1 inh	Structure	GPR7 antagonist	IDE inh	IMP-1 inhibitor	pCIP destab
7	-3	-2.8	-3	-3	CCOC(=O)CC(NC(=O)CCc1c(C)nc2nc(C)nn2c1C)c1ccc(OC(C)C)cc1 (stereo unspecified)	-10	6	-2.3	-3
-9	-5	-0.1	3	14	CC1=CCC2C(=O)N(C(C)c3ccccc3)C(=O)C2C1 (stereo unspecified)	-7	-4	0.0	-2
-6	20	-3.4	-1	-2	CCOc1ccc(NC(=O)c2ccccc2NS(C)(=O)=O)cc1	9	-3	-4.7	-7
5	42	-3.2	3	16	COC(CN(C)C(=O)c1ccc2c(c1)NC(=O)c1ccccc1S2)OC	-8	.	-3.8	-6
-8	-16	-3.3	0	-8	CN1/C(=C\C(=O)COC(=O)CN2C(=O)C3CC=CCC3C2=O)C(C)(C)c2ccccc21 (stereo unspecified)	11	-4	-3.0	-13
-3	-10	-3.5	.	12	O=C(Cc1cccs1)N/N=C/C=C/c1ccccc1[N+](=O)[O-]	-15	2	-1.4	-9
3	8	-2.8	6	0	CCc1ccc(NC(=O)CNS(=O)(=O)c2c(C)noc2C)cc1	-2	1	-2.2	-11
-11	32	-1.7	6	2	O=C(CN1C2CCCC1CC(NC(=O)c1ccccc1)C2)Nc1ccccc1C(F)(F)F (stereo unspecified)	-5	-5	-2.4	-23
-4	26	-0.3	-3	28	Cn1nnnc1SCCNCc1ccccc1OCc1ccccc1	5	0	-2.2	-6
-2	-26	-2.4	3	-1	Nc1cccc(S(=O)(=O)NC2=NCCC2)c1	3	-4	-1.6	-21
-3	20	-3.3	5	0	O=C(c1ccc(=O)[nH]c1)N1CCCc2ccccc21	-7	-1	-2.3	5
-6	32	0.1	-4	10	Cc1cc(C)c2nc(N3CCCC(C(=O)NC4CCCC4)C3)sc2c1 (stereo unspecified)	-7	4	-2.9	3
-1	48	-1.5	.	2	CCO[C@H]1OC(C(=O)O)=C[C@@H](C2CC2)[C@@H]1CCCO	-16	4	-2.1	-6
7	28	-0.2	7	11	Cc1ccc(NC(=S)NC(NC(=O)C(C)(C)C)C(Cl)(Cl)Cl)c(C)c1 (stereo unspecified)	2	7	-0.8	-7
7	26	-1.7	6	8	O=C1c2ccsc2SCCN1Cc1ccccc1	-14	-1	-1.5	-3
1	16	-1.2	.	19	COC(=O)c1c(NC(=O)CN2CCC(C)CC2)c2c(C)cccc2n1C	-2	.	-1.2	-12
-1	20	0.9	4	5	CCC1CCCCN1C(=O)COC(=O)c1cc(Br)ccc1Cl (stereo unspecified)	-7	8	-1.2	1
-1	6	-2.7	0	16	O=C(O)c1ccc(COc2ccccc2C=C2C(=O)c3ccccc3C2=O)cc1	3	-2	-1.5	8
2	19	-2.2	3	1	O=C(NC(=S)Nc1ccc(Cl)cn1)c1cc([N+](=O)[O-])ccc1N1CCOCC1	-6	4	-2.2	17
5	-7	-3.4	5	4	CC(C)(C#N)N([O-])C=C[N+](=O)C(C)(C)C#N	-11	5	-4.5	-1
4	12	-4.7	1	-7	COc1cc(C)c(C(=O)Oc2cc(C)c(C(=O)O)c(O)c2C)c(OC)c1C	-15	0	-2.3	13
1	-3	-0.9	-2	0	Cc1ccc(C(=O)CSc2nc(C)cc(SCc3nnc(-c4ccccc4)o3)n2)cc1	-1	0	-2.5	-14
-2	46	-3.3	2	-4	COc1ccc2[nH]c(=O)c(C3c4cc(OC)c(OC)cc4CCN3C(=O)c3ccco3)cc2c1 (stereo unspecified)	-13	0	-1.2	5
0	.	-0.9	-3	.	Cc1cc(C)cc(OCCCn2ccnc2)c1	-6	3	-0.3	-2
-14	22	-0.8	0	.	O=C(NC1CCCCC1)c1cc(C2CC2)on1	-13	-3	-2.5	-6
-3	20	0.7	4	-2	Cc1sc2nc3ccc(N4CCCC4)nn3c(=O)c2c1C	-6	1	-2.8	-21
-3	11	-3.7	0	8	CCC(C)(C)NC(=O)Cc1ccc(C)cc1	4	6	-2.5	-30
4	-4	-1.7	2	24	COc1ccc(P(=O)(COc2ccc([N+](=O)[O-])cc2)c2ccc(OC)cc2)cc1	0	-2	-0.5	7
0	20	0.7	-8	2	COc1cccc2sc(Nc3nc(-c4ccncc4)cs3)nc12	9	17*	-0.6	0
5	18	-1.3	1	3	CC(=O)Nc1ccc(NC(=O)CSc2nnc(NC(=O)c3ccco3)s2)cc1	-7	0	-2.5	12
-7	-10	-1.5	1	3	COc1cccc(CN2CCN(Cc3nc4c(s3)CCCC4)CC2CCO)c1 (stereo unspecified)	-7	1	-2.4	-11
5	-29	-0.3	-9	17	Cc1ccc(N2C(=O)[C@@H]3[C@H](C2=O)C2CCCN2[C@@H]3C(=O)c2ccccc2)cc1 (stereo partly specified)	9	-1	0.1	-6
9	44	-3.6	4	10	CC(C)Oc1ccc(CCC(=O)N/N=C/c2ccc3c(c2)OCO3)cc1	7	2	0.5	1
4	56	-1.4	-1	4	COc1cc(NC(=O)c2c3c(nc4ccccc24)CCC3)cc(OC)c1	-9	2	-2.8	-9
2	5	-1.5	4	-12	CCc1ccc(NC(=O)C2CCN(C(=O)N3CCOc4ccccc43)CC2)cc1	-2	2	-1.9	-9
-1	25	-1.9	-2	-4	CN=CC1=C(O)CC(C)(C)CC1=O	-11	2	-4.3	-10
-3	-8	0.8	5	31	O=C(COc1ccc2c(c1)CCC2)N1CCN(c2cccc(C(F)(F)F)c2)CC1	-11	3	-2.4	-4
4	10	-7.0	4	3	CCC(C)NC(=O)CSc1nnc(-c2cc(-c3ccc(C)cc3)nc3ccccc23)n1N (stereo unspecified)	-22	4	-3.9	-2
1	6	-1.6	-2	13	COc1ccc(CCNC(=O)c2noc(C(C)C)c2[N+](=O)[O-])cc1OC	2	-7	-0.2	-19
-6	2	1.6	5	-1	CCOC(=O)C1(C)/C(=N/Nc2ccc(S(N)(=O)=O)cc2)C(=O)C(=O)N1c1ccccc1 (stereo unspecified)	9	6	-2.5	-10
-13	30	0.0	2	19	Cc1c(C(=O)NC2=NCCS2)cccc1[N+](=O)[O-]	-9	-4	-1.4	-1
3	14	0.8	-1	-25	CCc1cc2cc(C)ccc2nc1SCC(=O)N1CCN(C(=O)c2ccco2)CC1	-11	2	-2.1	-7
8	8	-3.6	-1	26	C=CCOc1ccc(CNCCO)cc1OCC	-15	1	-2.5	-4
-1	-4	1.2	1	27	CC1(C)Cc2c(sc3nc4n(c(=O)c23)CCC4)CO1	6	-1	-1.4	1
-2	26	-1.3	-4	10	O=C(O)c1cc(S(=O)(=O)N(Cc2ccccc2)c2ccc(Cl)cc2)ccc1Cl	-18	0	-2.3	-14
4	46	-1.0	2	-7	CC(=O)Oc1ccc2c(=O)oc(-c3ccccc3C)nc2c1	-2	3	-1.2	-3
-8	0	-3.4	.	6	COc1cccc(OCCOCCNCCO)c1	-11	-2	-1.9	2
4	37	-1.4	-3	-7	N#Cc1ccc(/C=C2\CCCCn3c2nc2cc(C(=O)O)ccc2c3=O)cc1	-12	-1	-1.7	8

Fetched one by one from above, 5 records:
M18AAP inhibitor	PHOSPHO1 inh	VIM-2 inh	IDE cell activ	NALP1 inh	Structure	GPR7 antagonist	IDE inh	IMP-1 inhibitor	pCIP destab
-3	-8	0.8	5	31	O=C(COc1ccc2c(c1)CCC2)N1CCN(c2cccc(C(F)(F)F)c2)CC1	-11	3	-2.4	-4
-2	26	-1.3	-4	10	O=C(O)c1cc(S(=O)(=O)N(Cc2ccccc2)c2ccc(Cl)cc2)ccc1Cl	-18	0	-2.3	-14
-1	-4	1.2	1	27	CC1(C)Cc2c(sc3nc4n(c(=O)c23)CCC4)CO1	6	-1	-1.4	1
4	37	-1.4	-3	-7	N#Cc1ccc(/C=C2\CCCCn3c2nc2cc(C(=O)O)ccc2c3=O)cc1	-12	-1	-1.7	8
4	46	-1.0	2	-7	CC(=O)Oc1ccc2c(=O)oc(-c3ccccc3C)nc2c1	-2	3	-1.2	-3

Part of the list above, limited to IDE inh and VIM-2 inh:
| structure | IDE inh | VIM-2 inh |
| --- | --- | --- |
| C=CCOc1ccc(CNCCO)cc1OCC | 1 | -3.6 |
| Cc1cc(C)c2nc(N3CCCC(C(=O)NC4CCCC4)C3)sc2c1 (stereo unspecified) | 4 | 0.1 |
| CCOC(=O)C1(C)/C(=N/Nc2ccc(S(N)(=O)=O)cc2)C(=O)C(=O)N1c1ccccc1 (stereo unspecified) | 6 | 1.6 |
| CCOc1ccc(NC(=O)c2ccccc2NS(C)(=O)=O)cc1 | -3 | -3.4 |
| CC(C)Oc1ccc(CCC(=O)N/N=C/c2ccc3c(c2)OCO3)cc1 | 2 | -3.6 |
| CC1=CCC2C(=O)N(C(C)c3ccccc3)C(=O)C2C1 (stereo unspecified) | -4 | -0.1 |

One compound at a time, from the list above. Order of values: M18AAP inhibitor	PHOSPHO1 inh	VIM-2 inh	IDE cell activ	NALP1 inh	GPR7 antagonist	IDE inh	IMP-1 inhibitor	pCIP destab
Record of Cc1c(C(=O)NC2=NCCS2)cccc1[N+](=O)[O-] = -13	30	0.0	2	19	-9	-4	-1.4	-1
Record of CCC(C)NC(=O)CSc1nnc(-c2cc(-c3ccc(C)cc3)nc3ccccc23)n1N (stereo unspecified) = 4	10	-7.0	4	3	-22	4	-3.9	-2
Record of O=C(COc1ccc2c(c1)CCC2)N1CCN(c2cccc(C(F)(F)F)c2)CC1 = -3	-8	0.8	5	31	-11	3	-2.4	-4

New compounds follow:
M18AAP inhibitor	PHOSPHO1 inh	VIM-2 inh	IDE cell activ	NALP1 inh	Structure	GPR7 antagonist	IDE inh	IMP-1 inhibitor	pCIP destab
-5	14	-5.0	3	-54	CC1C(=O)CCCCCCCCCC2C1(N1CCOCC1)CS2(=O)=O (stereo unspecified)	-8	0	-2.2	-4
-3	24	7.5	1	22	COc1ccccc1C1C2=C(N=C3SCC(=O)N31)c1ccccc1CC2 (stereo unspecified)	0	-2	3.8	-12
-5	13	-0.4	-1	.	O=C1CC(c2ccsc2)c2cc3c(cc2N1)OCCO3 (stereo unspecified)	1	7	-3.3	-1
2	7	-2.2	4	34	CC1=CC(=O)C(C(C)C)=C/C1=N/OC(=O)c1cccc([N+](=O)[O-])c1	-2	-1	-1.0	4
0	14	-2.1	4	5	CC(C)(C)c1nc(SCC(=O)NNC(=O)c2ccccc2)c2ccccc2n1	-2	7	-3.4	-2
0	16	-2.5	2	6	COc1cc(OC)c(C2C(C#N)=C(C)NC(C)=C2C#N)c(C(=O)O)c1	-11	4	-2.2	-10
5	-7	1.8	2	8	CCC1CCCCN1C(=O)Cn1c(=O)n(CCC(=O)NCc2ccco2)c(=O)c2sccc21 (stereo unspecified)	-9	0	-3.1	-5
-14	-2	-3.4	-3	8	CCCCCCCNC(=O)C1(CC2CC(c3ccc(Cl)cc3)=NO2)CCN(C(=O)c2ccccc2)CC1 (stereo unspecified)	-5	4	-5.3	-2
-2	-15	-2.1	6	24	O=C(COC(=O)CCSc1ccccc1Cl)Nc1ccc(F)cc1F	0	3	-0.6	-2
2	7	-5.6	2	-21	COc1ccccc1OCc1ccc(C(=O)NN)cc1	17	1	-3.8	-4

Source: PubChem BioAssay (several laboratories)
